ADAM17 inh: ADAM17 inhibitors, primary screen, biochemical, QFRET; Disintegrin and metalloproteinase domain-containing protein 17 (Homo sapiens), P78536; recombinant ADAM17, EDANS/DABCYL FRET peptide cleavage; inhibition, % at 6.95 µM; 370,000 compounds, 0.83% hits; AID 720648, 2013;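 active = inhibition above the mean of compounds lying between control limits plus 3 SD, set per campaign, cut at about 8.5% in these data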;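 note: 0% = DMSO-only wells as the low control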
ADAM10 inh: human ADAM10 inhibitors, primary screen, biochemical, QFRET, HTS; inhibition, % at 7 µM; 370,000 compounds, 0.62% hits; recombinant ADAM10, EDANS/DABCYL FRET peptide cleavage, 3 h; Disintegrin and metalloproteinase domain-containing protein 10 (Homo sapiens), O14672; AID 720582, 2013;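 active = inhibition above a per-campaign cutoff equal to the mean of compounds falling between control-based bounds plus 3 SD, cut at about 20% in these data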;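 note: 0% = DMSO wells while the 100% control is not disclosed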
DAX1 inh-1: DAX1 (NR0B1) inhibitors on StAR promoter, primary screen, cell-based, luminescence, SF-1 (NR5A1), full-length DAX-1; HEK293T StAR-luciferase reporter, SF-1/DAX-1 repression relief; AID 652010, 2013; inhibition, % at 6.8 µM; 370,000 compounds, 1.1% hits;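 active = inhibition above the mean over all tested compounds plus 3 SD, cut at about 3.6% in these data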;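 note: 0% = DAX-1 cells with DMSO and 100% = cells lacking DAX-1 with DMSO; higher inhibition means more luminescence from relief of DAX-1 repression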
hgDAF12 agonist: H. glycines DAF-12 receptor agonists, primary screen, cell-based, luminescence, HEK293, GAL4 fusion, UAS-luciferase. activation, % at 6.8 µM. Nuclear hormone receptor DAF-12 (Heterodera glycines), GAL4 fusion. 370,000 compounds, 1.8% hits. AID 687014, 2013. HEK293 GAL4-hgDAF12 UAS-luciferase reporter, agonist luminescence; normalized to butyrate control;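 active = activation above a cutoff set at the mean of all screened compounds plus 3 SD, cut at about 10% in these data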;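 note: 0% = DMSO wells and 100% = sodium butyrate wells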
ssDAF12 agonist: S. stercoralis DAF-12 nuclear receptor activators, primary screen, cell-based, luminescence, HEK293, GRIP1 co-expression, lit1-tk-luc. HEK293 ssDAF-12/GRIP1 lit1-tk-luc reporter; % of 3 µM dafachronic acid response. Nuclear hormone receptor DAF-12 (Strongyloides stercoralis). AID 652126, 2013. 370,000 compounds, 1% hits. activation, % at 6.8 µM;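 active = activation above the mean over all tested compounds plus 3 SD, cut at about 0.9% in these data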;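 note: 0% = DMSO-only wells and 100% = 3 µM delta7-dafachronic acid wells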
DAX1 inh-2: DAX1 (NR0B1) inhibitors, primary screen, cell-based, HEK293, Gal4-DAX1, luciferase luminescence. 340,000 compounds, 0.99% hits. AID 504766, 2011. HEK293 Gal4-DAX1 luciferase reporter. inhibition, % at 6.75 µM;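 active = inhibition above the mean over all tested compounds plus 3 SD, cut at about 4.2% in these data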;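 note: 0% = DAX1-transfected cells with DMSO and 100% = empty-vector control cells with DMSO; inhibition shows as a rise in luminescence from relieved DAX1 repression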
PLC-beta3 inh: human PLC-beta3 inhibitors, primary screen, biochemical, fluorescence; inhibition, % at 12.2 µM; 370,000 compounds, 0.18% hits; AID 720704, 2013; Purified PLC-beta3, fluorogenic substrate; 1-phosphatidylinositol 4,5-bisphosphate phosphodiesterase beta-3 (Homo sapiens), Q01970; in the data active = inhibition above about 11%;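 note: 0% = median of compound wells on plate and 100% = full blocker control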
hcDAF-12 act: H. contortus DAF-12 nuclear receptor activators, primary screen, cell-based, luminescence, HEK293, lit1-tk-luc reporter; HEK293 hcDAF-12 lit1-tk-luc reporter; 0% DMSO, 100% Δ7-dafachronic acid; activation, % at 6.8 µM; 370,000 compounds, 1.4% hits;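 active = activation above the mean of all tested compounds plus 3 SD, cut at about 5.5% in these data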;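 note: 100% = response to 3 µM Δ7-dafachronic acid high control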
HGIII-sPLA2 inh: human group III sPLA2 inhibitors, primary screen, biochemical, QFRET, BODIPY PC-A2 liposome substrate | Group 3 secretory phospholipase A2 (Homo sapiens), Q9NZ20 | QFRET BODIPY PC-A2 liposome hydrolysis, fluorescence | inhibition, % at 12.2 µM | 370,000 compounds, 0.56% hits | AID 743126, 2013;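 active = inhibition above mean plus 3 SD of compounds lying within the high and low control bounds, cut at about 19% in these data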;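 note: 0% = median of test compound wells and 100% = no enzyme DMSO wells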
PLC-gamma1 inh: PLC-gamma1 enzyme inhibitors, primary screen, biochemical, fluorescence, purified enzyme | 1-phosphatidylinositol 4,5-bisphosphate phosphodiesterase gamma-1 (Homo sapiens), P19174 | fluorogenic substrate | inhibition, % at 12.2 µM | 370,000 compounds, 0.84% hits | AID 720700, 2013; in the data active = inhibition above about 9.5%
Target sequence (P19174 whole entry, looked up): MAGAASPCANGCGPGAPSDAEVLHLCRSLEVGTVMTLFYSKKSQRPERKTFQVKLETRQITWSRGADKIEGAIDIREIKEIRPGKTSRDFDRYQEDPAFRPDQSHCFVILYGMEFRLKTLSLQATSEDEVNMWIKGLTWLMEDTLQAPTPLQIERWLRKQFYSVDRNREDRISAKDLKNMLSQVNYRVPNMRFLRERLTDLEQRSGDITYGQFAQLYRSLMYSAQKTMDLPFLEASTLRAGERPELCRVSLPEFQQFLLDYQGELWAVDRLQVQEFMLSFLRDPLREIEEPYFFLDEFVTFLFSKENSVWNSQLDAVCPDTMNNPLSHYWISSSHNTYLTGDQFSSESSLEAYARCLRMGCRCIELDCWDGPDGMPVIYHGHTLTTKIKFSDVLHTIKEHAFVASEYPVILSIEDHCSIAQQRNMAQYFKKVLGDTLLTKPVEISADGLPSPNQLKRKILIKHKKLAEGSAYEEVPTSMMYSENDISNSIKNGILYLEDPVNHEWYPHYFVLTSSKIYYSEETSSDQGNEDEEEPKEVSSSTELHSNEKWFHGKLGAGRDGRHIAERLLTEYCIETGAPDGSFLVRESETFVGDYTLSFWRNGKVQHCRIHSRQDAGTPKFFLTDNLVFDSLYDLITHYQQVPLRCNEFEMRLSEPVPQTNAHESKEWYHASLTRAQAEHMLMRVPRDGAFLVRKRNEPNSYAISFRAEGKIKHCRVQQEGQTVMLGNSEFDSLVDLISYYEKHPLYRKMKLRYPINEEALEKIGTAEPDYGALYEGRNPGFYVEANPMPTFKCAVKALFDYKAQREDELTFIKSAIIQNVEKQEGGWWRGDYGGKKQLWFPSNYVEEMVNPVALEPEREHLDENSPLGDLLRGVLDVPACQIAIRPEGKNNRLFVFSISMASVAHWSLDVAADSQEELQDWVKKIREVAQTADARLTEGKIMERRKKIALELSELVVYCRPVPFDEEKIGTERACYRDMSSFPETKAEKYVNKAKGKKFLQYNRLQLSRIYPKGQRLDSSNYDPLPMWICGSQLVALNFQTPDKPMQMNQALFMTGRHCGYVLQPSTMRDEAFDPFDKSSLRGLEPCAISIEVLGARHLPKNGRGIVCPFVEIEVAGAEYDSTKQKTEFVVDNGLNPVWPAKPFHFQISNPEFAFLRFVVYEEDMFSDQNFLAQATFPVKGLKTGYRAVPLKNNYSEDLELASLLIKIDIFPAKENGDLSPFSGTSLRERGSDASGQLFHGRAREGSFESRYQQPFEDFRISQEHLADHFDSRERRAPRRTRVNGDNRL
FXN GAA850 act: FXN promoter activators, primary screen, cell-based, luciferase luminescence, HEK293 lucGAA850; HEK293 lucGAA850 FXN promoter luciferase reporter, 24 h; percent of 10 µM SAHA response; activation, % at 6 µM; 360,000 compounds, 0.56% hits;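 active = activation above the average of all compounds screened plus 3 SD, cutoff fixed separately per campaign, cut at about 7.5% in these data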;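 note: 0% = DMSO wells and 100% = 10 µM SAHA wells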
The depositor's hits bear a star; / = not tested or not shown.

molecule | ADAM17 inh | ADAM10 inh | DAX1 inh-1 | hgDAF12 agonist | ssDAF12 agonist | DAX1 inh-2 | PLC-beta3 inh | hcDAF-12 act | HGIII-sPLA2 inh | PLC-gamma1 inh | FXN GAA850 act
CCC(=O)Nc1ccnc(-c2cccnc2)n1 | -5 | 0 | 0.1 | 0.1 | -1.1 | -0.1 | 2 | -1.3 | 7 | 4 | -1.2
Cc1ccc(/C=N/NC(=O)CC(=O)NCc2cccnc2)cc1 | -3 | -12 | -0.2 | -2.2 | -1.3 | 0.6 | -2 | 1.8 | 8 | 1 | 1.0
O=C(Nc1ccc2c(c1)OCCO2)c1cccnc1 | -3 | -5 | 1.0 | 4.2 | -1.0 | 0.8 | 0 | -0.3 | 1 | -1 | 3.2
COc1ccccc1C(=O)Nc1ccccc1N1CCOCC1 | -2 | 4 | -0.6 | 1.8 | -1.1 | -1.7 | -2 | -2.7 | 1 | 1 | 0.1
CCCNC(=O)c1cc(C2CCCCN2S(=O)(=O)c2ccc(C#N)cc2)on1 (stereo not given) | 3 | -11 | 0.1 | -0.1 | -1.4 | / | 2 | -0.9 | 7 | 3 | 1.6
COC(=O)C(O)(CC(=O)Nc1ccc(Cl)cc1F)C(F)(F)F (stereo not given) | -3 | -1 | 0.2 | 1.2 | -1.2 | -0.1 | 0 | -2.1 | 2 | 0 | 0.3
CCN(CC(=O)NCc1cccs1)C(=O)c1cccc(S(=O)(=O)N2CCc3ccccc32)c1 | -2 | 9 | -0.8 | -0.9 | -1.4 | -0.6 | -8 | -1.2 | -8 | -1 | -0.4
COc1ccc(Cc2nc3ccc(C(=O)N4CCC(C(N)=O)CC4)cc3o2)cc1 | -1 | 2 | 1.2 | -0.4 | -1.3 | 2.0 | 0 | -0.5 | -5 | 1 | 0.6
CC(C)Oc1cccc(C(=O)Nc2ccc(CN3CCOCC3)cc2)c1 | -3 | -2 | -1.1 | -0.1 | -2.6 | -2.6 | -6 | -4.7 | 11 | 4 | -1.3
Cc1cc(-c2onc(C)c2C(=O)O)no1 | 1 | -2 | 0.1 | 1.8 | -0.9 | 0.7 | 0 | -0.6 | 5 | 4 | -0.4
O=C1CCC[C@@H]2Cc3[nH]c4c(Cl)ccc(Cl)c4c3[C@@H]3CCN1[C@H]23 | 2 | 10 | -0.5 | 0.1 | -1.5 | -1.2 | 0 | -1.9 | -5 | 1 | 2.4
COc1ccc(S(=O)(=O)N2CCOCC2)cc1NC(=O)c1ccc(SC)cc1OC | -2 | -2 | -0.8 | 0.7 | -0.8 | 0.5 | -2 | -2.3 | -3 | 6 | -3.1
Cn1c(=O)c2cc(NC(=S)NC3CCCCC3)ccc2n1-c1ccccc1 | -130 | -473 | 0.0 | 1.7 | -1.6 | / | -477 | -2.8 | -6 | -330 | -0.4
Cc1cccc(C)c1NC(=O)N1C2CCC1CC(O)(c1cccnc1)C2 (stereo not given) | 1 | 1 | -0.6 | -5.2 | -1.0 | 2.1 | -2 | -0.9 | 1 | 1 | 1.3
CSc1ccc(CNc2nc3ccccc3n3cnnc23)cc1 | -3 | -4 | 0.6 | -1.3 | -0.4 | -0.3 | -8 | -0.8 | -5 | 0 | 1.1
O=C(c1cc2cc(F)ccc2[nH]1)N1CCc2ccccc2C1 | -1 | -5 | -0.4 | 3.2 | 0.1 | 0.6 | -9 | 2.1 | -3 | 0 | 5.4
O=C(COC(=O)c1ccc(S(=O)(=O)N2CCCCC2)cc1)Nc1ccccc1 | -2 | -1 | -2.2 | -0.8 | -1.2 | 0.3 | -1 | -0.8 | 3 | 0 | -0.1
Oc1ccc(C=NNC(=S)Nc2cccnc2)nc1 | -42 | -116 | -2.0 | -5.9 | -0.8 | -1.8 | -41 | -0.6 | -1 | -23 | -0.3
Cn1nc(-c2ccc(S(N)(=O)=O)s2)cc1C(F)(F)F | -7 | 4 | 0.0 | 2.0 | -1.8 | 1.1 | -1 | -0.1 | 4 | 0 | 1.0
CN(C)c1ccc(/C=N\NC(=O)c2ccc(Cn3cc(Cl)cn3)cc2)cc1 | 5 | 2 | -0.4 | -0.7 | -1.1 | 1.7 | -498 | 3.5 | 0 | -440 | 0.2

Complete entries, looked up by structure.
COC(=O)C(O)(CC(=O)Nc1ccc(Cl)cc1F)C(F)(F)F (stereo not given) is entered as ADAM17 inh: -3; ADAM10 inh: -1; DAX1 inh-1: 0.2; hgDAF12 agonist: 1.2; ssDAF12 agonist: -1.2; DAX1 inh-2: -0.1; PLC-beta3 inh: 0; hcDAF-12 act: -2.1; HGIII-sPLA2 inh: 2; PLC-gamma1 inh: 0; FXN GAA850 act: 0.3
O=C(c1cc2cc(F)ccc2[nH]1)N1CCc2ccccc2C1 is entered as ADAM17 inh: -1; ADAM10 inh: -5; DAX1 inh-1: -0.4; hgDAF12 agonist: 3.2; ssDAF12 agonist: 0.1; DAX1 inh-2: 0.6; PLC-beta3 inh: -9; hcDAF-12 act: 2.1; HGIII-sPLA2 inh: -3; PLC-gamma1 inh: 0; FXN GAA850 act: 5.4

The listing continues.
molecule | ADAM17 inh | ADAM10 inh | DAX1 inh-1 | hgDAF12 agonist | ssDAF12 agonist | DAX1 inh-2 | PLC-beta3 inh | hcDAF-12 act | HGIII-sPLA2 inh | PLC-gamma1 inh | FXN GAA850 act
Cc1ccc(NNC(=O)c2cc(C)on2)c(C)c1 | -2 | -3 | 0.8 | 3.5 | -0.9 | 1.2 | -7 | 0.6 | -1 | -2 | 2.3
CC(c1ccccc1)n1cnc2ccccc21 (stereo not given) | -3 | -5 | -0.8 | 0.7 | -1.1 | -1.2 | 2 | -0.5 | -4 | -14 | 1.4
Cn1c(=O)oc2cc(S(=O)(=O)N3CCCC(C(=O)NCc4ccc5c(c4)OCO5)C3)ccc21 (stereo not given) | -1 | -3 | -0.8 | 0.6 | -1.4 | 1.7 | 3 | 2.4 | -2 | 2 | -0.1
CCc1ccc2cccc3c2c1N=CN3C | -2 | -7 | -0.8 | -3.4 | -1.6 | -0.9 | -15 | -0.6 | 22* | -5 | -0.5
COCCn1nnnc1SCC(=O)c1ccccc1 | -4 | 0 | 0.4 | 0.5 | -0.5 | 0.9 | 2 | -0.9 | -7 | -2 | -0.3
Nc1nc(C(=O)N2CCOCC2)nn1S(=O)(=O)c1ccccc1 | 0 | -3 | -0.2 | -0.8 | -1.3 | 1.4 | 4 | -1.8 | 8 | 1 | -0.9
CC(OC(=O)c1cc(=O)[nH]c2ccccc12)C(=O)N1C(C)CCCC1C (stereo not given) | -36 | -128 | 1.3 | -0.5 | -0.9 | -0.7 | -137 | -1.0 | 4 | -111 | 0.5
C#Cc1ccc([C@H]2C=C(C(=O)NCc3nc4ccccc4[nH]3)O[C@@H](OCC)[C@@H]2CCCO)cc1 | -1 | 8 | -0.1 | -3.4 | -1.3 | -1.8 | -16 | -1.6 | -16 | -11 | -1.0
Cc1sc2ncnc(N3CCC(C(=O)NNC(=O)COc4ccccc4F)CC3)c2c1C | 2 | 2 | -1.1 | -0.8 | -1.5 | -1.4 | -5 | -2.4 | -14 | -1 | 0.1
CC(NCc1ccc2c(c1)OCO2)C(=O)NC1CCCc2ccccc21 (stereo not given) | -4 | -2 | -0.5 | 1.6 | -1.1 | 0.5 | -2 | 0.5 | -5 | -1 | -1.8
O=C(c1ccc(Cl)cc1Cl)N1CCN(c2ccccn2)CC1 | 2 | 3 | 0.1 | -3.6 | -1.2 | 0.1 | -5 | -3.0 | 0 | 5 | 0.9
COc1ccccc1NC(=O)COc1ccccc1C(=O)c1cnn(-c2ccccc2)c1 | 6 | 8 | 0.7 | 13* | 0.1 | -1.0 | 1 | 1.8 | -7 | 2 | 2.1
O=C(O)CN(c1ccccn1)S(=O)(=O)c1ccccc1 | -24 | -82 | -0.6 | 0.1 | -0.8 | 2.1 | -24 | -0.2 | 5 | -11 | -1.5
CCOC(=O)CN1C(=O)c2ccccc2C1=O | -6 | 3 | 0.8 | 1.9 | -0.9 | 0.4 | 2 | -1.1 | -4 | 0 | -0.7
COc1ccc(NC(=O)N2CCCCC2)cc1 | -1 | 2 | 0.1 | 2.3 | -1.4 | 0.1 | 1 | -0.9 | -5 | 2 | 4.0
COc1cc(/C=C/C(=O)OCc2c(C)noc2C)ccc1OC(F)F | -4 | -25 | 1.2 | -2.3 | -1.6 | 0.2 | -10 | -0.5 | -10 | -9 | 0.3
Cc1cccc(C)c1-n1nnnc1C1(C)Cn2nccc2C(=O)N1Cc1ccc(F)cc1 (stereo not given) | 0 | 4 | 0.6 | 0.3 | -0.4 | / | 2 | -1.2 | 0 | -1 | /
C/C(=C\c1ccc(N)cc1)c1nc2ccccc2[nH]1 | -4 | -10 | 1.7 | 8.2 | -0.1 | 2.6 | -14 | 0.8 | 4 | -11 | 3.5
CCCC(OC(=O)CC1Sc2ccccc2NC1=O)C(=O)NCc1ccco1 (stereo not given) | -2 | 1 | -0.4 | -0.9 | -1.2 | -1.3 | -3 | -0.4 | -11 | -3 | -4.0
CN(c1ccccc1C(=O)Nc1ccc2ccccc2c1)S(C)(=O)=O | 0 | -5 | 0.5 | 1.8 | -1.7 | / | -5 | -1.7 | -2 | -1 | 0.1
Cc1cc(C)nc(SCC(=O)Nc2sc3c(c2C#N)CCC(C)C3)n1 (stereo not given) | 1 | -1 | -1.0 | -1.4 | -1.5 | 0.5 | 1 | -0.9 | 1 | 1 | -1.8
S=C(NC1CCCCC1)N1CCC(C2C=NC=N2)CC1 (stereo not given) | -4 | -4 | 0.2 | 2.2 | -1.8 | / | -4 | -1.6 | 14 | 1 | 0.5
COc1ccc(S(=O)(=O)N2CC(=O)Nc3ccccc32)cc1 | -2 | -2 | -0.4 | 0.0 | -0.5 | 2.0 | -2 | 1.6 | -2 | 0 | 1.7

Screening data as filed in PubChem.
